Anthrax LF inh2: Bacillus anthracis LF protease inhibitors, primary screen, biochemical, multiplex microsphere, MLPCN library | Lethal factor (Bacillus anthracis), P15917 | multiplex microsphere protease cleavage assay | inhibition, % at 10 µM | 0.12% of 360,000 active | AID 588501, 2011; note: plate controls were buffer without enzyme for full effect and enzyme alone for no effect
GDH-TPI counter: GDH-TPI coupling enzyme inhibitors, primary screen, artefact control for M. tuberculosis FBA inhibitor project, biochemical, absorbance, full deck. 1.2% of 360,000 active. inhibition, % at 4.8 µM. GDH-TPI coupled enzyme counterscreen, NADH absorbance. AID 588335, 2011; in the data active = inhibition above about 30%;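 note: 0% = DMSO wells and 100% = wells lacking the enzyme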
FadD28 FP inh: inhibitors of FadD28 bisubstrate probe binding, primary screen, biochemical, fluorescence polarization, single point; inhibition, % at 12.5 µM; 0.22% of 360,000 active; in the data active = inhibition above about 8.5%, passing the limit was not always enough; inconclusive = no clear call, values can overlap the other calls
Mtb UGM inh: M. tuberculosis UGM enzyme inhibitors, primary screen, biochemical, fluorescence polarization, single point; inhibition, % at 10 µM; 0.06% of 320,000 active; UDP-galactopyranose mutase (Mycobacterium tuberculosis (strain ATCC 25618 / H37Rv)), …; purified UGM, fluorescence polarization probe displacement; in the data active = inhibition above about 10%, passing the limit was not always enough; inconclusive = no clear call, values can overlap the other calls
Target sequence (P9WIQ1 whole entry, looked up): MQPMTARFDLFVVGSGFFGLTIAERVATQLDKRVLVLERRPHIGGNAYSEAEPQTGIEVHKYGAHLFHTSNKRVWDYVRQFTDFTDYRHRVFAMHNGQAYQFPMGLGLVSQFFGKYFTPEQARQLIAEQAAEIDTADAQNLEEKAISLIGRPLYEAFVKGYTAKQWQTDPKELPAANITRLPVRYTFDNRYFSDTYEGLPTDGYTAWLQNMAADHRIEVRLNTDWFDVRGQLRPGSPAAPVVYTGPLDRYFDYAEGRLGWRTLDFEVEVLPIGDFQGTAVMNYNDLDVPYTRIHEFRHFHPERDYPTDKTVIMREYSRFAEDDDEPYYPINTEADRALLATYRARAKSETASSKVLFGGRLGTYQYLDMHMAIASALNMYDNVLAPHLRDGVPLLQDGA
BoNT A protease: BoNT/A light chain protease inhibitors, primary screen, biochemical, flow cytometry, MLPCN library; multiplex microsphere protease substrate cleavage; 0.17% of 360,000 active; inhibition, % at 10 µM; AID 588499, 2011; note: plate controls were buffer without enzyme for full effect and enzyme alone for no effect
BoNT-F LC inh: BoNT/F light chain protease inhibitors, primary screen, biochemical, flow cytometry, MLPCN library | Botulinum neurotoxin type F light chain protease (Clostridium botulinum) | Multiplex microsphere protease cleavage assay | AID 588497, 2011 | inhibition, % at 10 µM | 0.22% of 360,000 active; in the data active = inhibition above about 35%, passing the limit was not always enough; inconclusive = no clear call, values can overlap the other calls; note: plate controls were buffer without enzyme for full effect and enzyme alone for no effect
Mtb FBA inh: Mtb FBA enzyme inhibitors, primary screen, biochemical, fluorescence, strain H37Rv | purified M. tuberculosis FBA, fluorescence read-out | Fructose-bisphosphate aldolase (Mycobacterium tuberculosis (strain ATCC 25618 / H37Rv)), … | inhibition, % at 1 µM | 2.3% of 360,000 active; in the data active = inhibition above about 27%;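 note: 0% = vehicle and 100% = reference inhibitor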
Target sequence (P9WQA3 whole entry, looked up): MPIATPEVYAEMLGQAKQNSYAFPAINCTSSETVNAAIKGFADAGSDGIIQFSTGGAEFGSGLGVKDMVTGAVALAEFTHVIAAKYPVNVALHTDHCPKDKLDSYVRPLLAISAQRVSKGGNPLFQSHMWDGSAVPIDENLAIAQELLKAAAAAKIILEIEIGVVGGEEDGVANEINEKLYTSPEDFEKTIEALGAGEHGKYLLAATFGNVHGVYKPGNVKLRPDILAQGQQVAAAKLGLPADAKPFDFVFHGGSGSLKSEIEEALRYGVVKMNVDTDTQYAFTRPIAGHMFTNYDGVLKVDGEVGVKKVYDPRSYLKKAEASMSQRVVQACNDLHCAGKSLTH
PfHsp40 rescue: rescue of yeast from PfHsp40 toxicity, primary screen, S. cerevisiae, ATP luminescence. growth rescue, % at 12.5 µM. S. cerevisiae expressing PfHsp40, growth rescue. AID 504582, 2011. 0.68% of 340,000 active; in the data active = growth rescue above about 28%, passing the limit was not always enough; inconclusive = no clear call, values can overlap the other calls;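 note: yeast W303a lacking pdr1 and pdr3 grown in galactose medium; growth measured after three days at 30 °C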
Mtb BioA inh: M. tuberculosis BioA enzyme inhibitors, primary screen, biochemical, plate reader, single point, HTS | 7,8-diaminopelargonic acid synthase BioA (Mycobacterium tuberculosis) | purified M. tuberculosis BioA enzyme | inhibition, % at 9.99 µM | 0.096% of 360,000 active; in the data active = inhibition above about 40%; inconclusive = no clear call, values can overlap the other calls
Active calls of the source: *; ? = inconclusive; / = not tested or not shown. Cut-off read from the data, not from the text of the source, unless noted: active = inhibition above about 30%; inconclusive = no clear call, values can overlap the other calls; inactive = below that.

SMILES	Anthrax LF inh2	GDH-TPI counter	FadD28 FP inh	Mtb UGM inh	BoNT A protease	BoNT-F LC inh	Mtb FBA inh	PfHsp40 rescue	Mtb BioA inh
Cc1sc2ncnc(OCC(=O)NCc3cccs3)c2c1C	-4.1	0.0	-1.1	-1.6	0.1	-13.2	1.5	-1.8	/
Nc1ccc(S(=O)(=O)c2ccc(N3CCOCC3)c(N)c2)cc1	-2.8	10.6	-2.5	/	-0.2	-8.8	2.9	/	-0.4
CCOC(=O)c1cc(-c2ccc(F)cc2)n(CC(=O)N2CCCC2)c1C	0.5	-9.3	-5.7	/	0.3	4.4	0.8	1.0	-0.5
O=C(CN1CCOCC1)N1N=C(c2cccs2)CC1c1cccs1 (stereo unspecified)	1.2	5.6	-2.2	-0.8	0.4	7.7	4.7	0.9	-0.7
O=C(C1CCCN(S(=O)(=O)c2cnc[nH]2)C1)N1CCN(Cc2ccccc2)CC1 (stereo unspecified)	-5.1	-5.3	0.1	0.9	-0.6	-1.9	-0.2	0.3	-0.9
COc1ccc(CN(C)C(=O)c2ccc(NS(=O)(=O)c3ccccc3)cc2)c(OC)c1	-3.1	-5.0	0.4	/	0.4	-1.5	3.0	0.2	-1.6
O=S1(=O)NC(=NC2CCCCCC2)c2ccccc21	1.3	2.4	-6.2	1.9	-0.6	-3.4	-2.3	0.9	/
O=C(NCc1cccnc1)c1cc2nc(-c3ccc4c(c3)OCO4)cc(C(F)(F)F)n2n1	-6.2	2.0	-1.8	-1.5	1.0	-3.4	1.4	-2.4	/
CC1CCCN(C(=O)c2ccc3ncsc3c2)C1 (stereo unspecified)	/	9.5	-1.4	/	/	/	6.0	-0.2	1.8
COc1ccccc1NC(=O)N1CCN(C(=O)Nc2ccccc2OC)CC1	3.4	-13.6	-2.2	1.1	-0.8	3.1	4.2	-0.8	0.9
O=C1CN(C(=O)COc2c(Cl)cccc2Cl)c2ccccc2N1	3.3	-1.4	-0.8	-1.4	-1.5	2.4	1.6	0.4	-2.0
Clc1ccc(CN2C3=NCCCN3c3ccccc32)cc1	1.8	2.2	-2.1	-1.5	-0.2	-3.5	-1.9	-0.6	2.1
CC(=O)Nc1cccc(Nc2nc(-c3ccccc3)nc3ccccc23)c1	-2.4	10.4	-18.6	3.2	0.4	-2.3	7.2	-0.2	/
Cc1ccn2cc(-c3cccc(NC(=O)c4cccs4)c3)nc2c1	-4.0	3.7	-8.7	-0.3	-0.6	-4.9	0.7	0.5	/
CCOC(=O)Cn1nc(C)c(NC(=O)COc2ccc(F)cc2F)c1C	-8.9	-1.9	-0.2	-3.3	-0.7	1.5	3.5	0.0	/
CCOc1ccc(-c2csc(NC(=O)C3CCCO3)n2)cc1 (stereo unspecified)	-0.9	-4.4	-3.0	-2.2	-2.1	-3.4	1.5	1.2	-0.7
COc1cc(C(=O)NCC(c2ccco2)N2CCCC2)ccc1OCc1c(C)noc1C (stereo unspecified)	-1.5	5.8	-4.6	-1.0	-1.5	-3.3	0.0	0.2	1.0
COc1ccc(/C(C)=N/NC(=O)CNC(=O)c2ccco2)c(OC)c1	-0.3	0.0	-4.3	-0.2	-1.5	1.0	-0.6	-0.4	-1.3
CN(CC(=O)Nc1ccc(F)cc1)C(=O)CCc1nc2sc3c(c2c(=O)[nH]1)CCCC3	-2.0	1.8	-3.1	-0.1	-2.3	-12.7	-1.0	0.6	-2.1
CCOc1ccc(S(=O)(=O)N/N=C\c2ccc3c(c2)OCO3)cc1	?	8.7	-0.3	-0.8	?	?	-0.6	0.5	0.8
NS(=O)(=O)c1ccc(CCNC(=O)c2ccccc2Cc2ccccc2)cc1	-3.9	-14.1	-4.5	1.3	-8.6	-13.2	1.1	4.9	-1.1
CN(c1ccc(OCC(=O)OCC(=O)Nc2ccccc2F)cc1)S(=O)(=O)c1cccs1	-1.4	-7.4	-3.4	-0.4	1.0	-3.8	2.4	0.9	-0.1
O=C(Nc1ccccc1Oc1ccsc1C(=O)O)c1ccccc1	3.2	-6.6	-1.8	3.4	-2.6	-0.8	-1.1	-1.3	/
Fc1ccc2cnc(-c3cccnc3)cc2c1	-7.1	6.8	-2.8	4.8	-0.6	-9.1	-0.5	2.5	18.9
COc1ccc(C(NC(=O)C2CCN(CCCOc3ccccc3)CC2)c2ccccn2)cc1 (stereo unspecified)	3.7	3.5	-0.4	/	-0.1	2.9	7.3	/	0.1
COc1ccccc1NC(=O)N1CCN(c2ccnc3cc(Cl)ccc23)CC1	-6.7	1.5	-2.3	-0.4	-0.1	-4.2	4.9	-0.3	/
CN(CCO)c1ccc(C(C(=O)c2ccccc2)c2ccc(N(C)CCO)cc2)cc1	0.5	5.2	0.8	0.4	0.0	-5.4	0.1	0.1	-0.3
O=C(c1cccc(F)c1)N1CCC(c2nc3ccccc3s2)CC1	-7.1	5.0	-0.2	1.1	-0.5	-0.5	1.5	-1.8	12.6
CCOC(=O)c1[nH]c(CO)c(C(=O)OCC)c1C	25.0	6.0	-1.6	1.5	2.8	8.6	0.0	0.6	2.3
C[C@H](CO)N1C[C@H](C)[C@@H](CN(C)S(=O)(=O)c2ccccc2C#N)OCc2cnnn2CCCC1=O	-0.4	-1.9	-2.0	/	0.1	-0.2	-0.3	/	1.0
CCC(C)NC(=O)CSc1nnc(-c2ccc(OC)c(OC)c2)c(-c2ccc(OC)c(OC)c2)n1 (stereo unspecified)	5.4	5.2	-2.1	-1.1	5.2	-3.2	-3.1	1.3	/
CCOCCCNS(=O)(=O)c1ccc2c(c1)oc(=O)n2CC(=O)OCC	-9.7	2.1	-0.8	2.4	1.3	-1.2	4.3	-1.4	-0.8
CC(C)CCN1CCN(Cc2c(F)cccc2Cl)CC1CCO (stereo unspecified)	-1.4	-0.6	-2.7	0.9	0.2	-0.6	-3.1	0.2	/
S=C(NCc1cccs1)Nc1cccc(Cl)c1	-5.6	7.8	-1.3	1.2	-10.8	-14.3	-1.6	3.4	/
COc1ccccc1/C=C1\SC(=S)N(CCC(=O)N2CCCCC2CCO)C1=O (stereo unspecified)	5.6	-8.2	-6.0	-1.7	3.2	2.9	-3.5	-0.7	1.1
Cc1nn(Cc2ccc(Cl)cc2Cl)c(Cl)c1C(=O)Nc1ccc(OC(F)F)cc1	-0.1	3.7	0.2	-3.3	0.4	-4.7	-2.8	-0.3	-1.6
Cc1ccc(N2CC(C(=O)Nc3ccc4c(c3)OCO4)CC2=O)cc1 (stereo unspecified)	-8.3	11.0	0.0	-3.4	1.5	-0.1	2.9	-0.2	/
CCCCn1nc(C(=O)Nc2ccccc2N2CCCC2)c2ccccc2c1=O	-14.5	10.4	-0.7	1.7	-0.4	-5.7	3.1	2.6	-0.4
CCOc1ccc(N2C(=O)CC(NC3CCN(C(=O)c4ccc(F)cc4)CC3)C2=O)cc1 (stereo unspecified)	10.2	7.2	-4.9	-0.4	7.6	15.6	-3.7	4.6	0.6
O=[N+]([O-])/C(C(=C(Cl)Cl)N1CCN(Cc2ccccc2)CC1)=C1\NCCN1Cc1ccc(Cl)nc1	0.6	8.9	-2.7	2.6	0.0	-3.2	0.4	0.2	/
Cc1cc(C(=O)Nc2nnc(C(F)(F)F)s2)no1	0.8	11.8	-0.6	2.2	0.4	-0.4	-3.2	0.1	/
Nc1nc2ccc(S(=O)(=O)N3CCCCC3)cc2s1	-4.0	-3.3	-4.1	-0.4	0.4	2.0	-0.2	-0.4	-1.0
CCc1ccc(N(CC(=O)Nc2ccccc2C(=O)N2CCCC2)S(C)(=O)=O)cc1	/	5.6	-1.7	-2.8	/	/	1.1	1.4	-0.2
CC(C)n1c(COc2ccccc2)nc2ccccc21	-8.7	16.8	-1.0	-0.5	-4.3	-14.3	2.0	-1.1	1.6
Cc1cn([C@H]2C[C@H](O)[C@@H](CCC(=O)NCCc3cnc[nH]3)O2)c(=O)[nH]c1=O	-5.5	8.2	-1.1	/	-0.5	-3.5	-1.0	0.6	-1.9
COC(CNC(=O)CSCc1nc(-c2ccc(SC)cc2)oc1C)OC	-2.0	8.5	0.0	1.8	0.0	-0.1	1.0	-0.7	/

Nothing new here: entries from further up.
SMILES	Anthrax LF inh2	GDH-TPI counter	FadD28 FP inh	Mtb UGM inh	BoNT A protease	BoNT-F LC inh	Mtb FBA inh	PfHsp40 rescue	Mtb BioA inh
CCOC(=O)c1[nH]c(CO)c(C(=O)OCC)c1C	25.0	6.0	-1.6	1.5	2.8	8.6	0.0	0.6	2.3
C[C@H](CO)N1C[C@H](C)[C@@H](CN(C)S(=O)(=O)c2ccccc2C#N)OCc2cnnn2CCCC1=O	-0.4	-1.9	-2.0	/	0.1	-0.2	-0.3	/	1.0
CCC(C)NC(=O)CSc1nnc(-c2ccc(OC)c(OC)c2)c(-c2ccc(OC)c(OC)c2)n1 (stereo unspecified)	5.4	5.2	-2.1	-1.1	5.2	-3.2	-3.1	1.3	/
CCOCCCNS(=O)(=O)c1ccc2c(c1)oc(=O)n2CC(=O)OCC	-9.7	2.1	-0.8	2.4	1.3	-1.2	4.3	-1.4	-0.8
CC(C)CCN1CCN(Cc2c(F)cccc2Cl)CC1CCO (stereo unspecified)	-1.4	-0.6	-2.7	0.9	0.2	-0.6	-3.1	0.2	/
S=C(NCc1cccs1)Nc1cccc(Cl)c1	-5.6	7.8	-1.3	1.2	-10.8	-14.3	-1.6	3.4	/
COc1ccccc1/C=C1\SC(=S)N(CCC(=O)N2CCCCC2CCO)C1=O (stereo unspecified)	5.6	-8.2	-6.0	-1.7	3.2	2.9	-3.5	-0.7	1.1
Cc1nn(Cc2ccc(Cl)cc2Cl)c(Cl)c1C(=O)Nc1ccc(OC(F)F)cc1	-0.1	3.7	0.2	-3.3	0.4	-4.7	-2.8	-0.3	-1.6
Cc1ccc(N2CC(C(=O)Nc3ccc4c(c3)OCO4)CC2=O)cc1 (stereo unspecified)	-8.3	11.0	0.0	-3.4	1.5	-0.1	2.9	-0.2	/
CCCCn1nc(C(=O)Nc2ccccc2N2CCCC2)c2ccccc2c1=O	-14.5	10.4	-0.7	1.7	-0.4	-5.7	3.1	2.6	-0.4
CCOc1ccc(N2C(=O)CC(NC3CCN(C(=O)c4ccc(F)cc4)CC3)C2=O)cc1 (stereo unspecified)	10.2	7.2	-4.9	-0.4	7.6	15.6	-3.7	4.6	0.6
O=[N+]([O-])/C(C(=C(Cl)Cl)N1CCN(Cc2ccccc2)CC1)=C1\NCCN1Cc1ccc(Cl)nc1	0.6	8.9	-2.7	2.6	0.0	-3.2	0.4	0.2	/
Cc1cc(C(=O)Nc2nnc(C(F)(F)F)s2)no1	0.8	11.8	-0.6	2.2	0.4	-0.4	-3.2	0.1	/
Nc1nc2ccc(S(=O)(=O)N3CCCCC3)cc2s1	-4.0	-3.3	-4.1	-0.4	0.4	2.0	-0.2	-0.4	-1.0
CCc1ccc(N(CC(=O)Nc2ccccc2C(=O)N2CCCC2)S(C)(=O)=O)cc1	/	5.6	-1.7	-2.8	/	/	1.1	1.4	-0.2

Screening results (PubChem BioAssay)
